PTAP TSG101 blk – qHTS Assay for Iinhibitors of HIV-1 Budding by Blocking the Interaction of PTAP/TSG101 | Fluorescence polarization, FITC-PTAP peptide / Tsg101 binding | Potency, µM (highest dose often 115 µM), inactives show top-dose activity change, negative = inhibition, actives largely listed as inhibitors | 340,000 tested, under 10 active | AID 493005, 2010; active means well fitted inhibition curve with a large enough effect in the main read-out, with a control signal flat, not every such curve was filed as active; inconclusive means small, poorly fitted or top-dose-only effect, or effect the other way, or a change in a side signal; inactive means no such curve, though single readings can be large or run the other way; further: potency means the concentration at half of the fitted maximal effect; % of control where 0% means no effect
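Steps: Tsg101 binding domain dispensed (10 uM final), compounds pinned in DMSO, FITC-labeled PTAP-motif peptide added (50 nM final); after 20 min binding at room temperature, polarization measured.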
ASM inhibitor – Inhibitors of Secretory Acid Sphingomyelinase (S-ASM): qHTS | Sphingomyelin phosphodiesterase (Homo sapiens), P17405 | placental ASM, HMU-PC fluorogenic substrate, 60 min | Potency, µM (titrated, usually from 57.5 µM), inactives show top-dose activity change, negative = inhibition, most hits filed as inhibitors | 340,000 compounds, 0.006% hits | AID 504937, 2011; further: potency means the concentration at half of the fitted maximal effect
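Human placenta-derived ASM preincubated with compound 10 min at room temperature, then reacted with 9 uM (final) fluorogenic HMU-PC substrate for 60 min at 37 C. Stop solution raises pH to 10; fluorescence read at Ex 386/Em 447 nm.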
a7 integrin act – qHTS for Activators of Integrin-Mediated Alleviation for Muscular Dystrophy; alpha7betagal myoblasts, beta-gal FDG fluorescence, 48 h; 350,000 compounds, 0.064% hits; Potency, µM (titrated, usually from 38.3 µM), inactives show top-dose activation, hits mostly activators;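 further: potency means the concentration at half of the fitted maximal effect; 100% = response of the positive control SU9516; nearly all actives have a fitted effect of over 60% in size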
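alpha7betagal+/- myoblasts (passage 13, 250/well) treated 48 h at 37C with compounds at 1:260 dilution of DMSO stock. Lysed, then beta-galactosidase activity read as FDG fluorescence (ex 480/em 540) after 30 min, with pre-read for autofluorescence.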
p53 reactivation – qHTS assay for re-activators of p53 using a Luc reporter. H1299 p53-A138V BP100-luciferase reporter, luminescence, 24 h. Potency, µM (titrated, usually from 92.2 µM), inactives show at the highest dose activity change, positive = activation, hits mostly activators. 320,000 compounds, 0.063% hits; further: potency means the concentration at half of the fitted maximal effect; % of control where 0% means no effect; nearly all actives have a fitted effect of over 45% in size
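H1299 (p53-null), stable ts p53-A138V + BP100-Luc; 1000 cells/well, Opti-MEM/10% FBS; cpd 4 pt, 1:5; 24 h, 37 deg C, 5% CO2; detection reagent 10 min RT; luminescence.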
ELG1 genotox – qHTS screen for small molecules that induce genotoxicity in human embryonic kidney (HEK293T) cells expressing luciferase-tagged ELG1; HEK293T ELG1-luciferase reporter, luminescence, 16 h; Potency, µM (doses to about 46 µM), for inactives: at the highest dose activity change, positive = activation, most hits filed as activators; 330,000 compounds, 1.3% hits; AID 504466, 2011; further: potency means the concentration at half of the fitted maximal effect; % of control where 0% means no effect; nearly all actives have a fitted effect of over 60% in size
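16 hr compound incubation (37 °C, 5% CO2) of HEK293T cells carrying luciferase-tagged ELG1; luciferase then measured by ONE-Glo luminescence after 30 min at RT.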
BRCA1 expr up – qHTS Assay to Identify Small Molecule Activators of BRCA1 Expression; MCF7-BRCA1-FFLuc reporter, luminescence, 48 h; response scale: scaled: vehicle 0%, 10 µM genistein 100%; Potency, µM (doses to about 46.1 µM), for the others: at the top dose activation, actives largely listed as activators; 380,000 compounds, 1.1% hits; further: potency means the concentration at half of the fitted maximal effect; nearly all actives have a fitted effect of over 80% in size; some results filed as inactive show a strong effect at the top dose
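Luminescence from a BRCA1-driven firefly luciferase in MCF7 cells was the read-out, taken 15 min after substrate addition following 48 h compound exposure at 37 °C. Data were normalized to a 10 microM genistein control and DMSO vehicle.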
TRPV1 agonist – HTS Assay for Compounds that Act as Agonists of the Vanilloid Receptor 1 | 320,000 compounds, 0.19% hits | Transient receptor potential cation channel subfamily V member 1 (Homo sapiens), Q8NER1 | activation, % at 8.33 µM | TRPV1-expressing cells, Fluo-8 calcium influx, agonist mode; in the data active means activation above about 80%; inconclusive means between about 30% and that limit; further: 0% is about no effect
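Fluo-8 calcium influx in TRPV1-expressing cells, kinetic read (ex 480/em 520 nm). Compound added and read 3 min for agonist activity, followed by capsaicin at EC20 final and 2 min further read for enhancement.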
B2AR arrestin – qHTS assay of beta-arrestin-biased ligands of beta2-adrenergic receptor | Potency, µM (doses to about 46.1 µM), for inactives: at the top dose activation, hits mostly activators | Beta-2 adrenergic receptor (Homo sapiens), P07550 | beta-arrestin recruitment to beta2AR, cell-based reporter | 330,000 compounds, 0.02% hits | AID 492947, 2010;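 further: potency means the concentration at half of the fitted maximal effect; 0% = DMSO controls and full agonism = EC100 isoproterenol or metaproterenol; nearly all actives have a fitted effect of over 65% in size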
Target sequence (P07550 whole entry, looked up): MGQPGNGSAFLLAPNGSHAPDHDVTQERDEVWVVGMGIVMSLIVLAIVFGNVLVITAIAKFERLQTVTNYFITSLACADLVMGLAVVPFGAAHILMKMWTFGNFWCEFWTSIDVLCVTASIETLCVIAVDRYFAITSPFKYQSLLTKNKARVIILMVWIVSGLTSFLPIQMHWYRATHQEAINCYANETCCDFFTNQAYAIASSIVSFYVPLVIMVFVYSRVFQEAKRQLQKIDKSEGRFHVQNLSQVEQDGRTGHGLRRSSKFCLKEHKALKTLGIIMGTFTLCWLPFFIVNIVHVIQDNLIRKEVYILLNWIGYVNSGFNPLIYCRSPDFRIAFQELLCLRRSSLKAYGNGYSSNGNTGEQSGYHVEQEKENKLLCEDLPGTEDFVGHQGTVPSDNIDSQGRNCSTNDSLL
USP2a inh – qHTS Assay for Inhibitors of Ubiquitin-specific Protease USP2a Using CHOP2 as the Reporter; Potency, µM (titrated, usually from 38.3 µM), for inactives: at the top dose activity change, negative = inhibition, actives largely listed as inhibitors; Ubiquitin carboxyl-terminal hydrolase 2 (Homo sapiens), O75604; USP2 core, Ub-CHOP2 coupled fluorogenic reporter, 485/531; 330,000 compounds, 0.01% hits;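 further: potency means the concentration at half of the fitted maximal effect; plate controls were DMSO wells for no effect and full inhibition by NEM control for full effect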
Target sequence (O75604 whole entry, looked up): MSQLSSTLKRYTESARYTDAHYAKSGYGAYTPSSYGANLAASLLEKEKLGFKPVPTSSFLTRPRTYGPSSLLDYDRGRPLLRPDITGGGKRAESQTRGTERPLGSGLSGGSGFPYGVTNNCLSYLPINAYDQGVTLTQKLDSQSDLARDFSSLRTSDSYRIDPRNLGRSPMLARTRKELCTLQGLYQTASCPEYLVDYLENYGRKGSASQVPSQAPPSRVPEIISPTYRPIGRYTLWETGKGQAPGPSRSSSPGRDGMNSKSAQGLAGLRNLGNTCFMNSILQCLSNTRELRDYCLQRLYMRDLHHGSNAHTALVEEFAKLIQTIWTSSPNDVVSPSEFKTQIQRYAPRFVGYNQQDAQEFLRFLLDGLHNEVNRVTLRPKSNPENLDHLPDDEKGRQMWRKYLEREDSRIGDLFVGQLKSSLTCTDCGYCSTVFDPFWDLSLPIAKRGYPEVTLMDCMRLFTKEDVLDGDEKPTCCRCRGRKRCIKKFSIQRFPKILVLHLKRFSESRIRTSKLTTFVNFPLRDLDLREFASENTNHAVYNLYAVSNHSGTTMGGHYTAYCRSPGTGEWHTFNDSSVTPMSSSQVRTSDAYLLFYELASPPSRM
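USP2 core (10nM final) preincubated 30min RT with compound in 20mM Tris-HCl pH 8.0, 2mM CaCl2, 2mM beta-mercaptoethanol, 0.05% CHAPS; 25nM Ub-CHOP2 plus 25nM reporter substrate added, fluorescence (Ex485/Em531) read after 60min.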
Eya2 inh – qHTS Assay for Inhibitors of the Phosphatase Activity of Eya2; Potency, µM (doses to about 76.9 µM), inactives show at the highest dose activity, negative = inhibition, most hits filed as inhibitors; recombinant Eya2, OMFP fluorescence dephosphorylation (OMFP is methylfluorescein phosphate); 330,000 compounds, 0.006% hits; further: potency means the concentration at half of the fitted maximal effect; on the % scale 0 is the no-effect control and ±100 the full control effect
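Eya2 (0.2 uM) preincubated 10 min at ambient with compound, then OMFP substrate added at 50 uM; 10 min reaction in 50 mM HEPES pH 7.5, 50 mM NaCl, 5 uM MgCl2, 0.05% BSA, 1 mM DTT. Fluorescence read at Ex 485/Em 525 nm.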
uPA surface inh – qHTS for Inhibitors of Cell Surface uPA Generation | cell surface uPA generation assay, qHTS | 330,000 compounds, 0.31% hits | Potency, µM (top dose mostly 38.3 µM), for the others: at the highest dose activity change, negative = inhibition, usual class: inhibitors | AID 540303, 2011; active means well fitted inhibition curve with a large enough effect; inconclusive means small, poorly fitted or top-dose-only effect; inactive means no such curve, though single readings can be large or run the other way; tested in mouse RAW 264.7 cells; further: potency means the concentration at half of the fitted maximal effect; on the % scale 0 is the no-effect control and ±100 the full control effect; nearly all actives have a fitted effect of over 55% in size
An asterisk follows results filed as active; ? = inconclusive; . = no result given; [ ] = remark or other dose. Unless noted, the call rests on the fitted dose curve; in most records, active means well fitted curve in the direction sought with a large enough effect; inconclusive means small, poorly fitted or top-dose-only effect, or another doubt; inactive means no such curve, though single readings can be large; an effect the other way counts as inactive or inconclusive.

SMILES	PTAP TSG101 blk	ASM inhibitor	a7 integrin act	p53 reactivation	ELG1 genotox	BRCA1 expr up	TRPV1 agonist	B2AR arrestin	USP2a inh	Eya2 inh	uPA surface inh
COc1ccc(-c2[nH]ncc2-c2cscn2)c(O)c1	-4%	0%	-10%	1%	-1%	-9%	1	0.3%	3%	-26%	8%
COc1cc(NC(=O)CN2C(=O)NC(C)(CC(C)C)C2=O)cc(OC)c1 (stereo unspecified)	-7%	0%	-22%	-3%	-2%	-11%	3	-0.1%	-1%	-20%	-1%
Cc1onc(-c2ccccc2)c1C(=O)Nc1ccc(S(=O)(=O)NC2=NCCCCC2)cc1	5%	6%	2%	-5%	0%	-9%	0	-0.5%	1%	-25%	5%
Cc1onc(-c2c(F)cccc2Cl)c1C(=O)N1CCN(c2ncc(Br)cn2)CC1	-3%	-1%	-8%	-3%	-6%	-43%	26	0.0%	-9%	1%	8%
O=C(C1CCCN1S(=O)(=O)c1ccc(Cl)c(Cl)c1)N1CCCCC1 (stereo unspecified)	-2%	2%	-9%	-7%	0%	-6%	4	-0.9%	0%	13%	-5%
CN(Cc1cccc(F)c1)C(=O)CNS(=O)(=O)c1ccc2ccccc2c1	-2%	0%	-3%	2%	0%	-12%	7	-0.2%	0%	-5%	-5%
Cc1ccc(C(CNS(=O)(=O)c2ccc(C)cc2)N2CCN(C)CC2)cc1 (stereo unspecified)	0%	1%	13%	1%	-1%	2%	2	0.1%	1%	1%	-1%
CCSc1nc(C)c(C(C)=O)cc1C#N	1%	-1%	0%	1%	4%	72%	-8	-0.7%	0%	0%	-1%
Cn1nccc1C(=O)Oc1cccc(/C=N/NC(=O)c2ccccc2O)c1	-1%	-6%	15%	19%	?	50%	9	-0.1%	11%	-5%	-29%
O=C(N/N=C/c1ccc(-c2ccccc2Cl)o1)c1ccccc1	0%	93%[activator]	-24%	?	18%	44%	?	0.3%	-6%	-9%	-10%

Some of these compounds in order of heavy-atom count, ascending.
SMILES	PTAP TSG101 blk	ASM inhibitor	a7 integrin act	p53 reactivation	ELG1 genotox	BRCA1 expr up	TRPV1 agonist	B2AR arrestin	USP2a inh	Eya2 inh	uPA surface inh
COc1ccc(-c2[nH]ncc2-c2cscn2)c(O)c1	-4%	0%	-10%	1%	-1%	-9%	1	0.3%	3%	-26%	8%
COc1cc(NC(=O)CN2C(=O)NC(C)(CC(C)C)C2=O)cc(OC)c1 (stereo unspecified)	-7%	0%	-22%	-3%	-2%	-11%	3	-0.1%	-1%	-20%	-1%
Cc1onc(-c2c(F)cccc2Cl)c1C(=O)N1CCN(c2ncc(Br)cn2)CC1	-3%	-1%	-8%	-3%	-6%	-43%	26	0.0%	-9%	1%	8%

The list continues.
SMILES	PTAP TSG101 blk	ASM inhibitor	a7 integrin act	p53 reactivation	ELG1 genotox	BRCA1 expr up	TRPV1 agonist	B2AR arrestin	USP2a inh	Eya2 inh	uPA surface inh
O=C(O)CCn1c(=O)oc2cc(S(=O)(=O)N3CCCC3)ccc21	-5%	3%	14%	3%	0%	-4%	.	0.0%	1%	-8%	-3%
CN(C)c1ccc(C(=S)N2CCCCC2)cc1	-8%	-3%	-18%	13%	10%	44%	13	-1.2%	-2%	-1%	3%
O=C(CC12CC3CC(CC(C3)C1)C2)Nc1c(F)cccc1F	0%	-2%	2%	-2%	-2%	-9%	8	-0.7%	-2%	15%	14%
COc1ccc(CNC(=O)CCS(=O)(=O)c2ccc3c(c2)CC(C)N3C(=O)C2CC2)cc1 (stereo unspecified)	-5%	0%	28%	2%	1%	-17%	-7	0.3%	3%	-13%	?
CN(C)/C=C(/C(=O)c1ccc(Cl)cc1)n1cncn1	21%	4%	-2%	-3%	-8%	23%	2	-0.2%	4%	-17%	-2%
Cc1ncc(CO)c(/C=N/NC(=S)Nc2ccc(Cl)c(Cl)c2)c1O	-6%	176%[activator]	-18%	-1%	21%	-45%	-1	-0.4%	5%	-4%	-17%
Nc1cc(Cl)ccc1C(=O)OCC(=O)N1CCOCC1	-3%	59%[activator]	-4%	1%	6%	67%	-2	-0.8%	1%	11%	5%
CCCCCC(=O)Nc1cccc(-c2nc3ncccc3o2)c1	-5%	-3%	24%	1%	-8%	63%	4	0.4%	0%	?	6%
COC(=O)c1cc(Br)c(=O)n(CCc2ccccc2)c1	-2%	-1%	34%	-3%	3%	-44%	12	-0.4%	1%	1%	-7%
CCn1c(SCC(=O)N2CCCc3ccccc32)nc2c1c(=O)n(C)c(=O)n2C	-10%	37%	-22%[7.66 µM]	-19%	-5%	-24%	15	-4.9%	1%	-1%	.
O=C(COC(=O)/C=C/c1cccc(Cl)c1)Nc1cccc(S(=O)(=O)NC2=NCCC2)c1	-8%	-7%	4%	-15%	3%	-25%	-1	-0.3%	2%	-1%	5%
CCN(CC)CCCN(C(=O)c1ccc(Br)cc1)c1nc(-c2ccc(OC)cc2)cs1	-13%	-10%	-49%[inhibitor]	-5%	-8%	-82%	-2	0.3%	-4%	6%	-6%
O=C(COC(=O)Cc1c(F)cccc1Cl)Nc1nnc(-c2ccccc2)o1	-4%	.	-2%	-4%	0%	-5%	-1	-0.3%	2%	-1%	4%
CCC(C)C(NC(=O)C(C)NC(=O)CNC(=O)OC(C)(C)C)C(N)=O (stereo unspecified)	-4%	6%	15%	3%	1%	3%	-1	-1.0%	2%	5%	-6%
O=C(COC(=O)CCc1c[nH]c2ccccc12)NCc1ccccc1	0%	-2%	4%	1%	3%	3%	6	-0.8%	2%	0%	-1%
COc1ccc(C2=C/C(=C\c3cccc(OC(C)=O)c3)C(=O)O2)cc1	-2%	121%[activator]	26%	-8%	2%	17%	12	-0.5%	0%	5%	6%
CCS(=O)(=O)n1nc(-c2ccc(Cl)cc2)nc1N	0%	-8%	8%	?	1%	3%	3	-0.1%	2%	4%	0%
Clc1cccc(Cl)c1Cn1cnc2c(N3CCCCCC3)ncnc21	-8%	-8%	-23%	-2%	1%	-55%	0	-0.8%	1%	10%	5%
CCOc1ccc(C(=O)n2cc(C(=O)OC)c3ccccc32)cc1	2%	-5%	6%	-1%	4%	-34%	4	0.3%	-1%	18%	-8%
Cc1ccc(-n2c(C)csc2=N)cc1	-3%	10%	-10%	23%	5.2µM*	?	-1	0.9%	-1%	9%	.
CCN(CC)CCC(O)(c1ccc2c(c1)OCO2)c1cc(OC)c(OC)c(OC)c1 (stereo unspecified)	2%	0%	7%	.	.	-13%	.	.	.	.	2%
O=S(=O)(NCCSCc1ccc(Cl)cc1Cl)c1ccc2c(c1)OCCO2	-4%	-2%	-8%	-5%	-1%	-35%	3	0.3%	5%	1%	6%
O=C(Nc1ccccc1N1CCCCC1)c1cccc(Cl)c1	-5%	0%	12%	2%	-8%	-37%	5	-0.2%	6%	-4%	-3%
N#CCc1nnc2n1-c1ccccc1CCC2	0%	2%	-28%	4%	-4%	3%	-1	0.1%	0%	-8%	-2%
c1cnn(-c2cc(N3CCOCC3)ncn2)c1	-3%	-1%	17%	1%	3%	19%	0	0.2%	0%	-9%	1%
COc1ccc(C(=O)OCCNC(=O)c2ccncc2)cc1OC	-1%	-3%	-3%	-26%	3%	-15%	3	-0.7%	5%	-20%	15%
NC(=O)C1=C[C@@H](c2csc3ccccc23)C[C@@H](OCCCCO)O1	-2%	0%	10%	-5%	0%	-14%	14	0.2%	7%	-5%	-3%

Given bar-delimited: part of the list above
smiles | PTAP TSG101 blk | ASM inhibitor | a7 integrin act | p53 reactivation | ELG1 genotox | BRCA1 expr up | TRPV1 agonist | B2AR arrestin | USP2a inh | Eya2 inh | uPA surface inh
O=C(Nc1ccccc1N1CCCCC1)c1cccc(Cl)c1 | -5% | 0% | 12% | 2% | -8% | -37% | 5 | -0.2% | 6% | -4% | -3%
N#CCc1nnc2n1-c1ccccc1CCC2 | 0% | 2% | -28% | 4% | -4% | 3% | -1 | 0.1% | 0% | -8% | -2%
c1cnn(-c2cc(N3CCOCC3)ncn2)c1 | -3% | -1% | 17% | 1% | 3% | 19% | 0 | 0.2% | 0% | -9% | 1%
